Assay outcomes from PubChem.
Hsp70 activator – Hsp70 transcriptional activators, primary screen, cell-based, HeLa, Hsp70 promoter luciferase, luminescence, 10 µM. HeLa Hsp70 promoter luciferase reporter; scaled: vehicle 0, proteasome-inhibitor control 100%. activation, % at 10 µM. hit rate 0.04% among 200,000. AID 1203, 2008;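 active = activation above the mean across all tested compounds plus 3 SD, cutoff set per campaign, cut at about 5.5% in these data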;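 note: 100% = MG132 at 30 µM as the positive control and 0% = DMSO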
PMI act – activators of human PMI, primary screen, biochemical, fluorescence intensity, near-Km mannose 6-phosphate. activation factor at 20 µM. hit rate 0.005% among 190,000. purified human PMI, coupled resazurin fluorescence, 20 min; hits give high values; 1 = vehicle control, 0 substrate-free wells. AID 1214, 2008. Mannose-6-phosphate isomerase (Homo sapiens), P34949;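 active = activation factor of 2 or more at 20 µM, relative to plate controls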
Diaph inh CS – diaphorase inhibitors and chemical oxidizers, primary screen, counter-screen for diaphorase-coupled primary assays, biochemical, uHTS, resorufin fluorescence | diaphorase resazurin-to-resorufin fluorescence, NADH, 16 min; bacterial (C. kluyveri) enzyme, not human | inhibition, % at 20 µM | hit rate 0.69% among 190,000 | AID 1217, 2008;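 active = primary screen inhibition at 20 µM above a set limit, cut at about 50% in these data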;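 note: plate controls were DMSO with full reaction for no effect and wells lacking NADH for full effect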
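Detection: fluorescence of resorufin formed from resazurin, Ex 544/Em 590 nm; test system: Clostridium kluyveri diaphorase enzyme; amount: 0.14 U/mL diaphorase, enzyme working solution; times: 16-min room-temperature incubation before reading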
G6PDH CS – L. mesenteroides G6PDH inhibitors, counter-screen for G6PDH-coupled screening assays, biochemical, Leuconostoc mesenteroides enzyme; Purified L. mesenteroides G6PDH, diaphorase/resazurin coupled fluorescence, 45 min; hit rate 0.12% among 200,000; inhibition, % at 5 µM; AID 1020, 2008
TLR4 MyD88 comp – inhibitors of TLR4-MyD88 association in cells, primary screen, cell-based, HeLa CL3-4, BLA complementation, FRET ratio. Toll-like receptor 4 (Homo sapiens) + Myeloid differentiation primary response protein …. HeLa CL3-4 TLR4/MyD88 BLA complementation. inhibition, % at 8.4 µM. hit rate 0.18% among 200,000; in the data active = inhibition above about 25%;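 note: 0% = vehicle and 100% = reference inhibitor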
Target sequence (O00206 whole entry, looked up): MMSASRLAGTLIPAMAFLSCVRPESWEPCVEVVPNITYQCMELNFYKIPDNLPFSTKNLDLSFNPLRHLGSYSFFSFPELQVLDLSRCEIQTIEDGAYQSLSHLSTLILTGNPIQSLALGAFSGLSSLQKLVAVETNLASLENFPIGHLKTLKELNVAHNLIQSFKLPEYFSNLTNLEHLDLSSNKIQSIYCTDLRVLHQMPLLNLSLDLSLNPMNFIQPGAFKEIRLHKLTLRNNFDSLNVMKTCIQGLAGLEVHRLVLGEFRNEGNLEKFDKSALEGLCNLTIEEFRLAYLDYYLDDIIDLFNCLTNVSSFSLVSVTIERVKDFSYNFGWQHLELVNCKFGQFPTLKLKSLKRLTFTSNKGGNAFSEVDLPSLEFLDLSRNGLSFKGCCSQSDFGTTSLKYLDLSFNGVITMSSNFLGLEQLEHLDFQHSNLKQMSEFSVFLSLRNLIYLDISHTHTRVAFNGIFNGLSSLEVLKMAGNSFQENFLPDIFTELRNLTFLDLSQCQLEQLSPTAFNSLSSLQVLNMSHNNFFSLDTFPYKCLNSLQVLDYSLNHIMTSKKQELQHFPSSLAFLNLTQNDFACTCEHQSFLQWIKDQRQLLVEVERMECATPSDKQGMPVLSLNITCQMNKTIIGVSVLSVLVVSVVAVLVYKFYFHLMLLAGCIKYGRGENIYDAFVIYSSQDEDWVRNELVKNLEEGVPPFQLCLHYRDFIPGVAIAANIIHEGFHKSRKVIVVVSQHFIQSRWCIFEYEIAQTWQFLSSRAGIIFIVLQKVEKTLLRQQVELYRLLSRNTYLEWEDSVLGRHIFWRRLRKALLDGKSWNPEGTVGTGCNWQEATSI
Target sequence (Q99836 whole entry, looked up): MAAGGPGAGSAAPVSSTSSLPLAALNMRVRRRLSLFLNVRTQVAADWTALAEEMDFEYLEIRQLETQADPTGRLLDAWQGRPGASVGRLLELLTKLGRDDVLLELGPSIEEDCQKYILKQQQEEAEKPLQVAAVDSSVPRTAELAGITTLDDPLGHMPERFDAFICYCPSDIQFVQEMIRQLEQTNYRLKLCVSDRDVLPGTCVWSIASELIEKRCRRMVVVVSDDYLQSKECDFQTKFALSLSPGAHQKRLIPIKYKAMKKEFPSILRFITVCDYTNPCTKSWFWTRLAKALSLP
RAM inhibit – inhibitors of the yeast RAM network, primary screen, dse1pr::URA3 reporter, 5-FOA selection; S. cerevisiae dse1pr::URA3 reporter, 5-FOA growth OD615, 2 d; analog-sensitive cbk1-as2 kinase mutant strain; hit rate 1.8% among 190,000; AID 868, 2007; inhibition, % at 50 µM;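 active = inhibition above a set limit, 3 SD over mean compound inhibition, cut at about 8.4% in these data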;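 note: 0% = DMSO-only wells with no growth and 100% = 10 µM 1-NA-PP1 full growth; inhibition rescues growth on 5-FOA so higher OD means more RAM inhibition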
DTT redox prof – compounds producing H2O2 with reducing agent – biochemical, NIH compound library profiling, artefact control for MLSCN library redox annotation, primary screen; AID 878, 2007; DTT-dependent redox cycling H2O2, phenol red/HRP absorbance; 100% = 100 µM peroxide control, 0% = buffer; activation, % at 10 µM; hit rate 0.03% among 200,000;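 active = activation of at least 50% relative to the plate's high and low controls in the primary single-dose screen; inactive = activation below 50%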;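 note: compound incubated with DTT at 0.8 mM final as the reducing agent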
L major viab – Leishmania major promastigote growth inhibition, primary screen | hit rate 9% among 200,000 | Leishmania major promastigotes, resazurin fluorescence viability | inhibition, % at 10 µM;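 note: promastigotes grown with compound for 44 hours at 28 °C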
S1P3 antagonist – S1P3 receptor antagonists, primary screen, cell-based | Sphingosine 1-phosphate receptor 3 (Homo sapiens), Q99500 | CHO S1P3 NFAT-BLA reporter, FRET fluorescence, antagonist mode | inhibition, % at 4.98 µM | hit rate 0.27% among 170,000;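 active = inhibition above the plate cutoff, the mean inhibition of test wells on that plate plus 3 SD, cut at about 28% in these data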;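 note: cells challenged with S1P at its EC80 of 0.8 µM; blue over green emission ratio from cleaved BLA substrate after 4 h stimulation; 0% = S1P-stimulated wells and 100% = unstimulated DMSO-only wells; some compounds past the cut are filed as inactive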
Diaphorase act – compounds boosting diaphorase resazurin reduction – biochemical, uHTS, resorufin fluorescence, counter-screen for diaphorase-coupled primary assays, primary screen; Diaphorase/resazurin coupled assay, 16 min; hits give high values; 1 = vehicle wells, 0 = NADH-free wells; AID 1229, 2008; hit rate 0.005% among 190,000; activation factor at 20 µM;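 active = diaphorase activity raised at least twofold by the compound at 20 µM; inactive = activation factor below 2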
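Material: bacterial diaphorase enzyme (C. kluyveri); amount: enzyme 0.07 U/mL final; reagent: NADH substrate 0.114 mM plus resazurin dye 0.1 mM, final; doses: single compound dose of 20 µM, 1% DMSO final; timing: 16 min enzyme reaction, ambient temperature; measured by: fluorescence of resorufin, 544 nm excitation, 590 nm emission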
PMI act satM6P – human PMI activators, high substrate, primary screen, biochemical, fluorescence intensity, near-saturating mannose 6-phosphate | coupled PMI enzyme assay, resazurin fluorescence, 20 min; hits give high values; 1 = untreated enzyme, 0 = substrate-free blank | activation factor at 20 µM | hit rate 0.34% among 190,000;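 active = activation factor of 2 or more at 20 µM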
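test system = human PMI in coupled enzyme assay | medium = HEPES-buffered pH 7.4 with magnesium and detergent | also added = 1.0 mM mannose-6-phosphate substrate with 0.22 mM NADP+ | compound = 20 µM single dose | times = 20 min incubation at room temperature | measured by = resorufin fluorescence (Ex 544/Em 590 nm) from resazurin via diaphorase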
Starred values were filed as active, the others as inactive; . = not tested or not shown. Cut-off read from the data, not from the text of the source, unless noted: active = inhibition above about 50%; inactive = the rest. The list is partial. The share of hits here may be higher or lower than overall.

nr	smiles	Hsp70 activator	PMI act	Diaph inh CS	G6PDH CS	TLR4 MyD88 comp	RAM inhibit	DTT redox prof	L major viab	S1P3 antagonist	Diaphorase act	PMI act satM6P
1	CCCC(C)C1(CC)C(=O)NC(=O)N=C1N (configuration not stated)	-0.2	0.9	4	16	6	1.4	-0.3	-5	5	1	1
2	CC12CCCCC1N(O)CN2O (configuration not stated)	-0.4	1.5	15	-1	10	-0.1	2.1	-5	-31	0.9	1.5
3	O=C1NC(=O)N(c2ccccc2F)C(=O)/C1=C/c1ccc(Sc2nc3ccccc3[nH]2)o1	-0.4	1	33	-10	2	1.8	-0.1	-4	-11	0.7	1.6
4	COc1ccc(-c2cc(=NCCC(=O)O)c3cc(C)ccc3o2)cc1	-0.2	1	-4	6	-7	2.0	0.4	62*	-14	1	1
5	O=c1c2ccccc2nc(CNCC2CCCO2)n1-c1ccc(F)cc1 (configuration not stated)	0.0	1.1	7	4	0	-1.1	-0.4	1	7	0.9	1.1
6	O=C(COC(=O)Cc1ccccc1)Nc1cc(S(=O)(=O)N2CCOCC2)ccc1N1CCCC1	-0.1	1.1	0	8	-14	0.0	-1.0	47	2	1	1.1
7	N#Cc1cc(F)c(N2CCNCC2)cc1Cl	0.7	0.9	9	4	10	0.7	-0.2	8	.	0.9	1
8	C#CCN(C)[C@H](C)Cc1ccccc1	0.4	1	14	4	.	.	.	.	1	0.9	1.1
9	COc1ccc2c(c1)c(C(=O)CN1CCC3(CC1)OCCO3)c(C)n2Cc1ccccc1	-0.2	1	4	-1	-10	0.6	0.9	11	.	1	1
10	Cc1ccsc1C(=O)C1CCCN(Cc2ccn[nH]2)C1 (configuration not stated)	0.0	1	-12	10	-8	-0.4	0.9	6	8	1.1	1
11	CCC(C)C1N=C(c2ccccc2)c2cc(Cl)ccc2N(CC(=O)NCc2ccco2)C1=O (configuration not stated)	-0.2	1	15	0	-6	3.2	-1.4	4	.	0.8	0.9
12	CN1CCN(c2ccc([N+](=O)[O-])c(N)c2)CC1	-0.2	0.8	10	-9	-10	2.6	-1.0	52*	-10	0.9	0.8
13	CCN(CC)P(=O)(c1n(CC)cc[n+]1CC)N(CC)CC	-0.5	1.1	0	8	1	-0.2	1.1	0	0	1	1.1
14	Cn1c(=O)n(C)c2cc([N+](=O)[O-])c(N3CCNCC3)cc21	-0.1	1	7	-6	-11	2.7	-0.2	-3	-6	0.9	1
15	Fc1ccccc1N1CCN(Cc2ccc3c(c2)OCO3)CC1	-0.2	0.9	20	-2	2	-0.5	-0.6	-4	-46	0.8	1
16	CC(C(=O)c1cn(C)c2ccccc12)c1ccccc1 (configuration not stated)	-0.3	0.9	17	14	-6	1.5	0.0	6	.	0.8	0.9
17	COCCNC(=O)c1ccc(N2CC3CC(C2)c2cccc(=O)n2C3)c([N+](=O)[O-])c1 (configuration not stated)	0.0	0.9	10	8	5	0.1	-0.2	-3	4	0.9	0.9
18	NC(=O)CSc1nnc([C@@H](N)Cc2c[nH]c3ccccc23)o1	0.0	1.1	-2	4	-5	-0.6	-4.7	1	.	1	1.1
19	O=C(C(=O)N1CCOCC1)c1cn(Cc2ccccc2)c2ccccc12	0.7	0.9	7	0	-12	0.7	-0.6	2	-16	0.9	0.9
20	CCOc1ccc(Cc2c(O)[nH]c(=O)[nH]c2=O)cc1	0.0	0.8	20	6	6	0.1	0.3	-9	.	0.8	0.9
21	O=C(c1ccc2c(c1)OCO2)N1CCC2(CC1)OCCO2	-0.4	0.9	3	4	-18	-0.5	-0.9	-7	8	1	1
22	CN1C(=O)C(=Cc2ccc(N3CCCCC3)o2)C(=O)N(C)C1=S	0.3	0.9	19	10	-2	1.8	-4.3	2	.	0.8	0.8
23	CC(C)(O)[C@H]1O[C@H]2CC[C@@]3(C)[C@@](O)(CC[C@H]4Cc5c([nH]c6ccccc56)[C@@]43C)C2=CC1=O	-0.3	0.9	18	-3	-6	-0.2	0.1	94*	4	0.8	0.9
24	C/C(=C/C=C/[C@@H](C)C(=O)O)[C@H]1CN[C@H](C(=O)O)[C@H]1CC(=O)O	-0.6	1.1	1	6	8	0.0	0.0	-3	-2	1	1.1
25	CNP1(NC)=NC(C(F)(F)F)=NC(C(F)(F)F)=N1	-0.1	0.9	3	0	2	4.8	2.7	-6	-40	1	0.9
26	Cn1c2ccccc2c2c(C(=O)N3CCC4(CC3)OCCO4)cn(C3CCCC3)c(=O)c21	-0.2	1	14	10	-2	-0.4	0.2	-6	.	0.9	1
27	COc1ccc(NC2=NCC(C)S2)cc1 (configuration not stated)	-0.4	1	3	11	22	-0.2	-0.2	14	-7	1	1
28	CCCCCSc1cc(O)c(C(CNC)C(C)C)cc1OC (configuration not stated)	-0.2	0.9	9	9	5	1.7	-0.3	100*	-2	0.9	0.8
29	O=C1NC(=O)C(=Cc2ccsc2)C(=O)N1	-0.1	1	25	5	-11	0.6	-0.4	-6	0	0.7	0.9
30	CCCCSP1(=S)NCCCN1	-0.3	1	-6	13	-11	0.8	-0.4	-9	.	1.1	1.1

Only G6PDH CS, RAM inhibit and DTT redox prof (2 entries from above):
No.	smiles	G6PDH CS	RAM inhibit	DTT redox prof
28	CCCCCSc1cc(O)c(C(CNC)C(C)C)cc1OC (configuration not stated)	9	1.7	-0.3
27	COc1ccc(NC2=NCC(C)S2)cc1 (configuration not stated)	11	-0.2	-0.2

Continued:
nr	smiles	Hsp70 activator	PMI act	Diaph inh CS	G6PDH CS	TLR4 MyD88 comp	RAM inhibit	DTT redox prof	L major viab	S1P3 antagonist	Diaphorase act	PMI act satM6P
31	Nc1c(C(=O)OCc2ccccc2)c2nc3ccccc3nc2n1Cc1cccs1	-0.2	1	10	6	0	3.0	0.2	69*	.	0.9	1
32	CCOP(=S)(OCC)SCOC(=O)NCC(=O)OC	-0.3	0.9	18	3	1	2.2	-0.5	-8	-11	0.8	0.9
33	O=C(COc1ccc(Cl)cc1)NC1CN2CCC1CC2 (configuration not stated)	-0.3	1.1	0	4	-3	1.1	2.5	99*	-11	1	1.1
34	CCC1=C(C)C(N2CCOCC2)=NP(N2CCOCC2)(N2CCOCC2)=N1	-0.2	1	5	2	8	-0.1	-0.1	0	.	1	1
35	CCOC(=O)C(O)(c1ccc(N(CC)S(=O)(=O)c2ccccc2)cc1)C(F)(F)F (configuration not stated)	-0.2	0.9	23	1	-8	-0.7	1.0	100*	15	0.8	0.9
36	CC1COC2N=C(N[N+](=O)[O-])NC2O1 (configuration not stated)	-0.3	1.2	-12	11	8	0.6	-0.1	2	4	1.1	0.9
37	CN(C)CCCNCC(=O)Nc1ccc(Cl)cc1C(=O)c1ccccc1	-0.1	1.2	0	16	7	0.3	-0.5	8	-12	1	1
38	Oc1c(Br)cc(Br)cc1Oc1ccc(Br)cc1Br	-0.2	0.9	17	15	-5	7.1	0.2	-6	-1	0.8	0.8
39	CN(C)CC1CSCCC1(O)c1cccc(Cl)c1 (configuration not stated)	-0.2	1.1	5	6	0	-0.1	0.4	-5	.	1	1
40	Nc1ccc(C2(c3ccc(N)cc3)c3ccccc3-c3ccccc32)cc1	-0.3	0.7	7	4	4	0.7	0.2	-2	-23	0.9	0.9
41	C=CCC1C(=O)NC(=S)NC1=O	-0.2	1.6	11	0	7	1.9	-1.9	7	-9	0.9	2*
42	C[C@]12CC[C@@H]3c4ccc(O)c(O)c4CC[C@H]3[C@@H]1CC[C@@H]2O	0.2	0.2	70*	34	.	.	.	.	-5	0.3	0.3
43	CCCn1ncc(CN2CCCC(C(=O)c3cccc(OC)c3)C2)c1C (configuration not stated)	-0.3	0.8	12	13	-10	0.3	-0.8	29	-7	0.9	0.8
44	CCOC(=O)C1=C(C)OC(N)=C(C#N)C12C(=O)N(C)c1ccccc12 (configuration not stated)	-0.3	0.9	-5	5	-12	0.1	2.2	1	.	1.1	1.1
45	Cc1cccc(CN(C)C)c1OC(=O)N(C)C	-0.3	1	-4	10	-5	0.6	-0.3	-3	5	1	1
